From PubChem BioAssay
G9a inh = inhibitors of human histone lysine methyltransferase G9a; Q96KQ7; G9a H3K9 monomethylation, AlphaScreen, 2 h; Potency, µM (titrated, usually from 102 µM), inactives show at the highest dose activity, negative = inhibition, most hits filed as inhibitors; 350,000 tested, 8.8% active; AID 504332; further: potency means the concentration at half of the fitted maximal effect; on the % scale 0 is the no-effect control and ±100 the full control effect; nearly all actives have a fitted effect of over 75% in size
Target sequence (Q96KQ7 913-1193 limits assumed): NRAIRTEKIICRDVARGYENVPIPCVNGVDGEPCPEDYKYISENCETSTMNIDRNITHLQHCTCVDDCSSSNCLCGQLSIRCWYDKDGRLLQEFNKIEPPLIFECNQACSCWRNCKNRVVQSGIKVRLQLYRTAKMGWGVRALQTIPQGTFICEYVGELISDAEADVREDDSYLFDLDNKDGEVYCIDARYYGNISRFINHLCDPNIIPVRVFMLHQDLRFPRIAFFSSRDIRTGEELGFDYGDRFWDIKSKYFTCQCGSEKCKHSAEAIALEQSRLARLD
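G9a (20 nM) was preincubated 15 min with compound, then reacted 2 h at room temperature with 500 nM biotin-H3K9 peptide and 20 µM SAM. Monomethyl-H3K9 detected by AlphaScreen using anti-H3K9me1 antibody.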
ALOX12 inh = ALOX12 (human) lipoxygenase inhibition; P18054; purified 12hLO, xylenol orange hydroperoxide absorbance; Potency, µM (series often up to 108 µM), for the others: at the top dose activity change, negative = inhibition, hits mostly inhibitors; 580,000 tested, 1.1% active; further: potency means the concentration at half of the fitted maximal effect; on the % scale 0 is the no-effect control and ±100 the full control effect
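Purified human 12hLO at 150 nM in 25 mM Hepes, 0.01% Triton X-100, pH 7.0, preincubated 15 min at room temperature with compound. Reaction started with 40 uM arachidonic acid, 30 min at room temperature. Hydroperoxide measured by Fe-xylenol orange, 573/405 nm absorbance ratio.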
GLS inh = glutaminase GLS (human) inhibition. 410,000 tested, 0.21% active. Potency, µM (top dose mostly 45.5 µM), inactives show at the top dose activity change, negative = inhibition, hits mostly inhibitors. GLS enzymatic activity, qHTS titration. AID 624170; further: potency means the concentration at half of the fitted maximal effect; on the % scale 0 is the no-effect control and ±100 the full control effect
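hKGA; 45 mM KH2PO4 pH 8.2 + 0.02% Tween-20; cpd via pin tool; 1 mM Gln soln; GluOx/HRP/Amplex Red; RT 30 min; fluor. t0 & final.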
ERG Ets-DNA blk = ERG Ets/DNA interaction inhibition; 370,000 tested, 0.028% active; P11308; fluorescence polarization, His-ERG Ets domain / labelled DNA; Potency, µM (series often up to 76.9 µM), inactives show at the top dose FP activity, negative = inhibition, usual class: inhibitors; AID 624246; active means well fitted inhibition curve with a large enough effect in the polarisation, with a control signal flat; inconclusive means small, poorly fitted or top-dose-only effect, or effect the other way, or a change in a side signal; inactive means no such curve, though single readings can be large or run the other way; the % refers to the polarisation;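 further: polarization taken with two DNA probes labelled with fluorescein and Texas red; potency means the concentration at half of the fitted maximal effect; % of control where 0% means no effect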
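His-tagged ERG Ets domain (1 uM in the protein solution; 300mM KCl, 50mM Tris-HCl, 1mM EDTA, 1mM DTT, pH 7.5) received compound, then a probe mix of 5 nM fluorescein-DNA and 100nM Texas-615-DNA. Fluorescence polarization was read for both dyes.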
RGS4 inhibitor = blocks human RGS4-accelerated GTP hydrolysis. P49798. Transcreener GDP fluorescence polarization, RGS4-accelerated GTP hydrolysis. Potency, µM (top dose mostly 114 µM), for inactives: top-dose activity change, negative = inhibition, hits mostly inhibitors. 390,000 tested, 0.039% active; further: potency means the concentration at half of the fitted maximal effect; on the % scale 0 is the no-effect control and ±100 the full control effect; nearly all actives have a fitted effect of over 75% in size; some results filed as inactive show a strong effect at the top dose
Target sequence (P49798 whole entry, looked up): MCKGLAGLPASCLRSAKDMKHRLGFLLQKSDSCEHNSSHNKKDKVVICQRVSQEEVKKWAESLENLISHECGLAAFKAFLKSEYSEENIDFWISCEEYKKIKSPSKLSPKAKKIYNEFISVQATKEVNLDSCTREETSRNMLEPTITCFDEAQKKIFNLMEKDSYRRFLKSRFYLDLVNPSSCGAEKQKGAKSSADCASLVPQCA
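MLSMR compounds (23 nl, pin-transferred) preincubated 10 min at room temperature with a 500nM (2x) first reagent, then RGS4 at 900nM (2x) plus Transcreener GDP mix added; fluorescence polarization (620/688 nm) read before and after 90 min at 30 °C.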
HP1b binding inh = blocks HP1-beta chromodomain binding to methylated histone tails; Potency, µM (top dose mostly 114 µM), inactives show at the highest dose activity change, negative = inhibition, most hits filed as inhibitors; AlphaScreen HP1-beta / biotin-H3K9me3 peptide binding; AID 540317; P83916; 390,000 tested, 0.56% active; further: potency means the concentration at half of the fitted maximal effect; nearly all actives have a fitted effect of over 70% in size; inactives centre near 23
Target sequence (P83916 whole entry, looked up): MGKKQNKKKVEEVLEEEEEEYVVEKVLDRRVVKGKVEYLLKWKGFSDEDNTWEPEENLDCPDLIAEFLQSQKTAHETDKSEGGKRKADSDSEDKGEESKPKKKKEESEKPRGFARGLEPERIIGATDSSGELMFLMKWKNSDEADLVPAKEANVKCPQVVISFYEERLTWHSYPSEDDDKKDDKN
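Compound inhibition of the preformed complex between 50 nM HP1-beta and 50 nM biotinylated H3K9me3 peptide was read by AlphaScreen. Buffer was PBS pH 7.4 with 0.01% Tween-20. Incubations ran 30 min at room temperature, with 10 ug/mL donor/acceptor beads.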
PI4K2A block = blocks human PI4K2A kinase activity | purified PI4K2A, ADP-Glo luminescence, 1 h; stronger effect = lower value | activity change, negative = inhibition, % at 76.9 µM | 420,000 tested, 0.13% active | AID 1346378; in the data active means activity change below about -50%; inconclusive means mostly about -30% to -49%;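 further: -100% = wells without enzyme as full effect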
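Compounds are screened against recombinant PI4K2A using PI as substrate and ATP, the latter dispensed at 300 microM. Reactions run one hour at ambient temperature before ADP-Glo detection; full inhibition defined by wells lacking enzyme.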
BAZ2B inh = blocks human BAZ2B. AlphaScreen BAZ2B-H3K14Ac peptide displacement. Potency, µM (top dose mostly 114 µM), without a hit: at the top dose activity change, negative = inhibition, hits mostly inhibitors. 360,000 tested, 4.4% active. AID 504333; further: potency means the concentration at half of the fitted maximal effect; on the % scale 0 is the no-effect control and ±100 the full control effect; nearly all actives have a fitted effect of over 60% in size
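Protein-peptide AlphaScreen: BAZ2B 50 nM, b-H3K14Ac 50 nM, 1x PBS pH 7.4 + 0.01% Tween-20. Preincubation 30 min RT; cpd 30 min RT (top 110 uM); beads 20 min RT, light-protected.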
JMJD2A Tudor inh = JMJD2A Tudor domain (human) inhibition; 390,000 tested, 4.4% active; Potency, µM (series often up to 114 µM), without a hit: at the highest dose activity change, negative = inhibition, actives largely listed as inhibitors; AlphaScreen JMJD2A-Tudor / H3K4me3 peptide binding; further: potency means the concentration at half of the fitted maximal effect; on the % scale 0 is the no-effect control and ±100 the full control effect; nearly all actives have a fitted effect of over 50% in size
Starred values were filed as active, the others as inactive; ? = inconclusive; nt = not tested or not shown; & = joins results of further samples; [ ] = another dose, or the depositor's remark. Unless noted, the call rests on the fitted dose curve; in most records, active means well fitted curve in the direction sought with a large enough effect; inconclusive means small, poorly fitted or top-dose-only effect, or another doubt; inactive means no such curve, though single readings can be large; an effect the other way counts as inactive or inconclusive.

SMILES	G9a inh	ALOX12 inh	GLS inh	ERG Ets-DNA blk	RGS4 inhibitor	HP1b binding inh	PI4K2A block	BAZ2B inh	JMJD2A Tudor inh
COc1ccc(CC(=O)N2CC(C)CC(C)C2)cc1OC (stereo unspecified)	-21.0%[59 µM]	0.0%	-2.2%	10.0%	-22.3%	48.8%[activator]	0.0	-2.9%	-0.6%
CCN(CC)c1nc2ccccc2nc1C(=O)Nc1cccc(C(C)=O)c1	-4.3%[59 µM]	-16.0%	-1.1%	0.0%	-20.2%	22.4%	-2.8	-18.9%	-22.7%
CN(C(=O)C1CCCCC1)C1(C)CCS(=O)(=O)C1 (stereo unspecified)	-29.5%	-5.7%	-0.8%	14.7%	-2.4%	0.9%	-1.8	6.1%	-1.0%
CC(C)NS(=O)(=O)c1ccc(OCC(=O)NCCC2=CCCCC2)cc1	12.1%[59 µM]	-23.6%	-10.1%	-1.2%	5.1%	19.4%	3.0	1.1%	-10.3%
CCS(=O)(=O)N1CCC(NC(C)=O)(c2ccccc2)CC1	11.4%	33.3%[activator][57.4 µM]	6.8%	-3.7%	-35.6%	27.9%	-2.9	7.3%	-2.6%
CC(=O)c1cccc(NC(=O)N2C3CCC2CC(NC(=O)Nc2ccccc2)C3)c1 (stereo unspecified)	nt	-1.5%	2.6%	-1.3%	4.8%	26.4%	0.1	-5.9%	-10.5%
COCCCNC(=S)NC1CC2CCCC(C1)N2Cc1ccco1 (stereo unspecified)	31.0%[59 µM]	5.6%	9.9%	-9.9%	12.2%	18.5%	-4.5	-2.5%	0.0%
COc1ccc(OC)c(-n2c3c(cc(-c4nc(-c5ccc(Cl)cc5)cs4)c2=O)C(=O)CC(C)(C)C3)c1	8.0%[59 µM]	-7.6%	1.6%	-2.2%	-2.1%	65.0%[activator]	-1.0	9.3%	27.6%
CCC(C)(C)NC(=O)/C=C/c1ccccc1[N+](=O)[O-]	18.6%	2.2%	0.0%	-6.9%	-15.9%	18.0%	4.8	nt	-4.1%
COc1cc(/C=N/NC(N)=S)ccc1OC(=O)c1ccc(C)cc1	28.1%[12.7 µM]	?	-5.8%	1.2%	-52.8%[56.9 µM]	40.2%[activator]	4.3	-1.2%	-16.0%[57.1 µM]
O=C(NC1CCCCCC1)C1CCN(S(=O)(=O)N2CCC3(CC2)OCCO3)CC1	12.0%[12.7 µM]	1.2%	-0.2%	-6.2%	-5.4%	26.5%	7.1	-27.7%	-6.3%
COc1ccc(-c2noc(Cn3cc(S(=O)(=O)N4CCCC4)ccc3=O)n2)cc1	-2.5%[12.7 µM]	18.0%	4.9%	2.8%	-13.9%	17.9%	2.8	-3.9%	-3.0%
O=C(N/N=C\c1cccnc1)c1ccc(Cl)s1	79.1%[activator]	0.0%	9.0%	1.1%	-10.4%	31.2%	0.9	-15.5%	-21.5%
Nc1ccc2nc(CCc3ccccc3)[nH]c2c1	7.94µM*	11.6%	-18.5%	-5.0%	-32.1%	-6.2%	-2.7	?	?
Cc1ccccc1OCCOc1cccc(/C=N/NC(=O)Cc2nnc(N)s2)c1	18.1%[59 µM]	18.4%	-2.0%	-2.1%	12.8%	42.7%[activator]	0.6	-4.1%	-2.5%
CSCCC(NC(=O)c1ccc([N+](=O)[O-])cc1Cl)C(=O)OCC(=O)NC(=O)CN1CCCC1=O (stereo unspecified)	10.6%[0.501 µM]	-15.2%	7.0%	9.1%	6.1%	19.8%	-2.9	9.2%	-1.4%
Cn1cccc1C1Nc2ccccc2NC2=C1C(=O)CC(C)(C)C2 (stereo unspecified)	?	469.2%[activator]	31.5%[activator]	-1.1%	7.1%	16.1%	-17.2	-0.8%	-25.8%
Cc1ccc(C(=O)NCc2ccc3c(c2)OCO3)cc1S(=O)(=O)N1CCOCC1	5.2%[59 µM]	-11.5%	-0.8%	nt	1.5%	6.0%	2.0	0.7%	-9.9%
COc1cccc(-c2nnc3n(Cc4ccc(C)cc4)c(=O)c4ccccc4n23)c1O	-40.7%[59 µM]	-29.3%	32.6%[activator]	1.3%	-2.9%	28.5%	-7.3	0.9%	-2.3%
COc1ccc(Br)cc1S(=O)(=O)n1ccnc1	?	-12.2%	-0.4%	1.4%	16.3%	31.9%	-1.9	nt	-6.9%
COc1ccc(NC(=O)C2CCC(CNc3c(N4CCOCC4)c(=O)c3=O)CC2)cc1Cl (stereo unspecified)	1.0%	-0.2%	-0.5%	11.9%	-27.9%	39.1%[activator]	-1.6	-1.8%	-0.7%
Cc1cc(NC(=O)c2ccccc2)ccc1NC(=O)Cc1ccccc1	19.1%[0.501 µM]	6.2%	3.9%	-2.2%	1.9%	4.1%	3.8	8.1%	-22.4%
O=C(c1cc(-c2ccccc2O)on1)N1CCc2ccccc2C1	3.8%	?	2.8%	-1.3%	-11.8%	34.2%	4.9	4.8%	-14.1%
CC(C)CN(C(=O)COC(=O)C12CC3CC(CC(O)(C3)C1)C2)C1CCS(=O)(=O)C1 (stereo unspecified)	14.0%[59 µM]	?	12.9%	0.4%	-11.0%[56.9 µM]	14.6%	0.5	nt	0.0%[57.1 µM]
CC(CNC(=O)Cn1cnc2c(NCc3ccccc3)ncnc21)c1ccccc1 (stereo unspecified)	nt	21.0%	1.2%	1.1%	2.4%	49.8%[activator]	-1.5	nt	-1.4%
(cont.)
SMILES	G9a inh	ALOX12 inh	GLS inh	ERG Ets-DNA blk	RGS4 inhibitor	HP1b binding inh	PI4K2A block	BAZ2B inh	JMJD2A Tudor inh
CCOc1ccc(N2CC(C(=O)Nc3cccc(S(=O)(=O)N4CCCC4)c3)CC2=O)cc1 (stereo unspecified)	?	-27.2%	-0.6%	9.2%	-0.9%	-5.5%	0.9	1.5%	-20.7%
COC(=O)C1=C(C)NC(=O)/C1=C\c1cc(C)n(-c2ccc(F)cc2)c1C	nt	-1.8%	-0.4%	0.8%	2.5%	-20.4%	1.6	?	?
COc1ccccc1N1C(C)=CC(=C(C#N)c2nc3ccccc3s2)C=C1C	25.1%	-12.0%	-0.8%	3.1%	12.3%	66.7%[activator]	-0.3	28.9%	19.7%
COc1ccc(C(=O)CSc2nnc(COc3ccccc3)n2Cc2ccco2)cc1	50.1µM*	?	-6.1%	-0.9%	-52.1%	0.6%	-9.9	-28.5%	?
CN(C)CCCNC(=O)c1cc(C(=O)Cc2ccc(Cl)cc2)c[nH]1	-22.2%	0.0%	1.9%	8.5%	-12.2%	36.5%[activator]	1.1	-16.7%	2.7%
Cc1ccc(NC(=O)OCCN2CCN(Cc3ccccc3)CCC2=O)cc1C	16.1%[59 µM]	10.7%	0.9%	-1.2%	-13.0%	2.4%	2.8	-0.8%	-9.9%
Cc1[nH]c2ccccc2c1C(=O)COC(=O)c1ccc[n+]([O-])c1	nt	-13.4%	4.5%	13.8%	-17.4%	17.1%[57 µM]	6.1	2.6%	1.3%
COc1ccccc1CNC(=O)CCc1ccccc1	19.0%[59 µM]	-2.5%	0.2%	-22.9%	4.3%	24.5%	-3.6	-5.4%	-8.5%
CN1CCN(S(=O)(=O)c2ccc(NC(=O)c3csc4ccccc34)cc2)CC1	-5.3%[12.7 µM]	-28.2%	4.0%	-3.4%	-17.2%	10.4%	0.5	-29.9%	-28.2%
CC1CCN(CCCn2c(=S)[nH]c3c(sc4ccc([N+](=O)[O-])cc43)c2=O)CC1	39.8µM*	?	98.0%[activator]	11.4%	?	27.9%	-21.0	-16.8%	-12.7%
CCOC(=O)C1CCN(C(=O)c2ccc(OC)cc2OC)CC1	-48.7%[59 µM]	-1.2%	0.0%	6.4%	-3.2%	13.7%	1.9	-5.8%	-20.1%
COc1ccc(Cl)cc1C(=O)CSc1nnnn1C	11.7%	0.0%	4.0%	-5.0%	-14.5%	18.0%	0.5	5.0%	-8.2%
CC(=O)Nc1ccc(CN2CCc3c([nH]c4ccccc34)C2c2ccccn2)cc1 (stereo unspecified)	?	0.0%	0.0%	0.7%	-1.0%	-8.6%	1.6	?	?
Cc1onc(-c2c(Cl)cccc2Cl)c1C(N)=O	2.4%[59 µM]	7.5%	-5.4%	nt	15.8%	45.3%[activator]	-0.7	-0.9%	-7.6%
O=C(CO/N=C/c1c(Cl)cccc1Cl)NNC(=O)c1ccc(Cl)cc1	nt	0.0%	0.0%	9.5%	-1.8%	45.2%[activator]	-1.5	-2.8%	-11.4%
c1ccc(CSc2nnc(NC3=NCCCCC3)s2)cc1	0.3%	10.5%	-7.7%	-5.0%	-30.7%	223.4%[activator]	3.5	2.6%	5.8%
O=c1c2c3nc4ccccc4nc3n(Cc3ccccc3)c2ncn1Cc1ccco1	?	?	5.3%	-2.5%	-92.6%	12.0%	?	50.1µM*	-29.7%
CCN(CC)S(=O)(=O)c1ccc(OC)nc1	-2.6%[59 µM]	0.2%	-2.2%	-14.8%	20.9%	19.7%	3.3	6.8%	6.6%
Oc1ccc(Br)cc1CNc1ccccn1	23.0%	4.7%	-1.5%	4.0%	-23.3%[11.4 µM]	6.4%	6.0	3.7%	-19.9%[11.4 µM]
COc1ccc(OC2CCN(S(=O)(=O)c3cccc(F)c3)CC2)cc1	81.6%[activator]	-4.1%	-1.5%&-9.5%	-5.5%&-1.3%	27.3%&-11.7%	32.8%&49.1%	4.7&-3.6	16.7%&-6.1%	4.0%&-4.1%

This is a subset; the hit share may differ from the screen's.
